HP1b chromo inh: blocks HP1-beta chromodomain binding to methylated histone tails | P83916 | AlphaScreen HP1-beta / biotin-H3K9me3 peptide binding | Potency, µM (highest dose often 114 µM), for the others: at the highest dose activity change, negative = inhibition, hits mostly inhibitors | 390,000 tested, 0.56% active | AID 540317; also: potency is read from the fitted curve at half-maximal effect; nearly all actives have a fitted effect of over 70% in size; inactives centre near 23
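HP1-beta protein (50 nM final) preincubated 30 min at room temperature with biotinylated H3(1-18)K9me3 peptide (50 nM) in PBS pH 7.4, 0.01% Tween-20, then compound added for 30 min. AlphaScreen streptavidin donor/nickel chelate acceptor beads (10 ug/mL final), 30 min dark, luminescence read.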
ERG-DNA inh: ERG Ets/DNA interaction inhibition; fluorescence polarization, His-ERG Ets domain / labelled DNA; 370,000 tested, 0.028% active; P11308; Potency, µM (highest dose often 76.9 µM), inactives show at the highest dose FP activity, negative = inhibition, actives largely listed as inhibitors; AID 624246; active = well fitted inhibition curve with a large enough effect in the polarisation, with a control signal flat; inconclusive = small, poorly fitted or top-dose-only effect, or effect the other way, or a change in a side signal; inactive = no such curve, though single readings can be large or run the other way; the % refers to the polarisation;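 also: polarization taken with two DNA probes labelled with fluorescein and Texas red; potency is read from the fitted curve at half-maximal effect; % of control where 0% means no effect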
Target sequence (P11308 whole entry, looked up, the tested form may be a part): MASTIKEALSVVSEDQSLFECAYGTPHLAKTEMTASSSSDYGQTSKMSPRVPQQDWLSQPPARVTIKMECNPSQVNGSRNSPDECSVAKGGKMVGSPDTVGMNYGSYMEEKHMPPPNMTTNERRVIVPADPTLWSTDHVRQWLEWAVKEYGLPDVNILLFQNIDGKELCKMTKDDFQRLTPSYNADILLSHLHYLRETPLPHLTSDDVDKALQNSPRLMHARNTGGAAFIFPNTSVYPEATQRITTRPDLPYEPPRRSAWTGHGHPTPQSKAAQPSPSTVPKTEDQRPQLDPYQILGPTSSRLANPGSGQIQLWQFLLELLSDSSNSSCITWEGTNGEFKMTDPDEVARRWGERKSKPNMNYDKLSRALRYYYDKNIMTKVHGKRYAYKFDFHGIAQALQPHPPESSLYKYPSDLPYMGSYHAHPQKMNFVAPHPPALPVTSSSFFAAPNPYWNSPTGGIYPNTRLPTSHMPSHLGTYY
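His-tagged ERG Ets domain (1 uM in the protein solution; 300mM KCl, 50mM Tris-HCl, 1mM EDTA, 1mM DTT, pH 7.5) received compound, then a probe mix of 5 nM fluorescein-DNA and 100nM Texas-615-DNA. Fluorescence polarization was read for both dyes.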
JMJD2A Tudor inh: blocks the human JMJD2A Tudor domain. O75164. AlphaScreen JMJD2A-Tudor / H3K4me3 peptide binding. Potency, µM (titrated, usually from 114 µM), without a hit: at the highest dose activity change, negative = inhibition, usual class: inhibitors. 390,000 tested, 4.4% active; also: potency is read from the fitted curve at half-maximal effect; % is scaled to controls: 0 for no effect and ±100 for the full control effect; nearly all actives have a fitted effect of over 50% in size
12-LOX inh: inhibitors of human 12S-lipoxygenase ALOX12 | P18054 | purified 12hLO, xylenol orange hydroperoxide absorbance | Potency, µM (doses to about 108 µM), for the others: at the highest dose activity change, negative = inhibition, actives largely listed as inhibitors | 580,000 tested, 1.1% active | AID 1671190; also: potency is read from the fitted curve at half-maximal effect; % is scaled to controls: 0 for no effect and ±100 for the full control effect
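Purified human 12hLO (150 nM final) in 25 mM Hepes, 0.01% Triton X-100, pH 7.0 was preincubated 15 min at room temperature with compound. Then 40 uM arachidonic acid was added, 30 min. Hydroperoxide was read by Fe-XO absorbance ratio 573/405 nm.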
BAZ2B block: BAZ2B (human) inhibition; 360,000 tested, 4.4% active; Potency, µM (highest dose often 114 µM), for the others: top-dose activity change, negative = inhibition, actives largely listed as inhibitors; AID 504333; AlphaScreen BAZ2B-H3K14Ac peptide displacement; also: potency is read from the fitted curve at half-maximal effect; % is scaled to controls: 0 for no effect and ±100 for the full control effect; nearly all actives have a fitted effect of over 60% in size
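BAZ2B 50 nM plus b-H3(5-23)K14Ac 50 nM, PBS pH 7.4/0.01% Tween-20, 30 min RT; compound added (max 110 uM), 30 min RT; streptavidin donor/Ni-chelate acceptor beads 10 ug/mL final, 20 min dark; AlphaScreen read.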
RGS4 inh: inhibitors of human regulator of G protein signaling 4; 390,000 tested, 0.039% active; P49798; Transcreener GDP fluorescence polarization, RGS4-accelerated GTP hydrolysis; Potency, µM (series often up to 114 µM), without a hit: at the top dose activity change, negative = inhibition, most hits filed as inhibitors; also: potency is read from the fitted curve at half-maximal effect; % is scaled to controls: 0 for no effect and ±100 for the full control effect; nearly all actives have a fitted effect of over 75% in size; some results filed as inactive show a strong effect at the top dose
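MLSMR compounds (23 nl, pin-transferred) preincubated 10 min at room temperature with a 500nM (2x) first reagent, then RGS4 at 900nM (2x) plus Transcreener GDP mix added; fluorescence polarization (620/688 nm) read before and after 90 min at 30 °C.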
G9a block: G9a (human) methyltransferase inhibition; Potency, µM (highest dose often 102 µM), for inactives: at the highest dose activity, negative = inhibition, usual class: inhibitors; Q96KQ7; G9a H3K9 monomethylation, AlphaScreen, 2 h; 350,000 tested, 8.8% active; also: potency is read from the fitted curve at half-maximal effect; % is scaled to controls: 0 for no effect and ±100 for the full control effect; nearly all actives have a fitted effect of over 75% in size
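Chemiluminescent proximity detection of H3K9 monomethylation, read after 10 min bead incubation in the dark. Reaction: 20 nM G9a, 500 nM biotin-H3K9 peptide, 20 uM SAM cofactor, 2 h, room temperature, following 15 min enzyme-compound preincubation.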
GLS inhibitor: glutaminase GLS (human) inhibition. Potency, µM (series often up to 45.5 µM), inactives show at the highest dose activity change, negative = inhibition, actives largely listed as inhibitors. GLS enzymatic activity, qHTS titration. O94925. 410,000 tested, 0.21% active; also: potency is read from the fitted curve at half-maximal effect; % is scaled to controls: 0 for no effect and ±100 for the full control effect
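Compounds were pin-transferred onto hKGA, after which L-glutamine (1 mM solution) and a detection mix of glutamate oxidase, HRP and Amplex Red were added. Initial and 30 min RT fluorescence reads were collected.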
PI4K2A block: inhibitors of human PI4K2A. purified PI4K2A, ADP-Glo luminescence, 1 h; hits give low values. activity change, negative = inhibition, % at 76.9 µM. 420,000 tested, 0.13% active. AID 1346378; in the data active = activity change below about -50%; inconclusive = mostly about -30% to -49%;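 also: -100% = wells without enzyme as full effect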
Target sequence (Q9BTU6 whole entry, looked up): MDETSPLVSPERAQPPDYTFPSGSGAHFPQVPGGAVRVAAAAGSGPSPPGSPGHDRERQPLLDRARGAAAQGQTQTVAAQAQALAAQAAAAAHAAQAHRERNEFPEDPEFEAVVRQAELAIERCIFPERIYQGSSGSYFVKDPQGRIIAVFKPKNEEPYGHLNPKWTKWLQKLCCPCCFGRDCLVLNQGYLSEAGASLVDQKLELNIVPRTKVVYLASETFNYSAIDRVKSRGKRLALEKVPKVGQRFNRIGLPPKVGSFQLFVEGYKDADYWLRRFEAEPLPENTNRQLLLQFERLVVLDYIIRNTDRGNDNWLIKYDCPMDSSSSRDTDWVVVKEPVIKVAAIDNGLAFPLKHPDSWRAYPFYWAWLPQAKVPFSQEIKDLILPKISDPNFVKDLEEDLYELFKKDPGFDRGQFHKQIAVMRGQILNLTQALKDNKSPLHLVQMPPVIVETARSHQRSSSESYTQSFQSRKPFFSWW
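In this quantitative HTS, ADP production by PI4K2A was quantified luminescently after 1 h at ambient temperature; 100 microM adenosine served as plate-quality control.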
Starred values were filed as active, the others as inactive; ? = inconclusive; / = not tested or not shown; & = joins results of further samples; [ ] = dose if it differs, or a comment. Unless noted, calls follow the shape of the dose curve; as a rule, active = well fitted curve in the direction sought with a large enough effect; inconclusive = small, poorly fitted or top-dose-only effect, or another doubt; inactive = no such curve, though single readings can be large; an effect the other way counts as inactive or inconclusive. This is a subset; count on the stated rates, not on these rows.

The opening 6 records, to show the layout:
Each structure is followed by: HP1b chromo inh, ERG-DNA inh, JMJD2A Tudor inh, 12-LOX inh, BAZ2B block, RGS4 inh, G9a block, GLS inhibitor, PI4K2A block
COc1ccc(C(=O)OC(C)C(=O)NC2CCCC2)cc1S(=O)(=O)N1CCOCC1 (stereo not drawn)
    45%[activator], 8%, 0%, 2%, 35%[activator], -14%, 23%[12.7 µM], -10%, -8
O=C(Nc1ccccc1[N+](=O)[O-])C1=C(O)CCn2c1nc1ccccc12
    4%, /, ?, -12%, -6%, 3%, 19%[12.7 µM], 10%, 1
Cc1ccc(C(C(=O)NCc2ccco2)N(C(=O)Cc2cccs2)c2cccnc2)cc1 (stereo not drawn)
    34%, 3%, -6%, 8%, -9%, 13%, -35%, -9%, -4
Cc1c(NC(=O)COc2ccccc2Cl)c(=O)n(-c2ccccc2)n1C
    14%, -14%, -14%, -8%, 6%, 13%, 8%[59 µM], -1%, 5
Cc1onc(C(=O)N2CCC(C(N)=O)CC2)c1-c1ccccc1Cl
    39%[activator], -4%, 2%, 7%, 3%, 19%, 12%[59 µM], -4%, 0
COc1nnc(OC)c2ccccc12
    32%, /, -12%, 17%, -26%, -9%, -27%[12.7 µM], 1%, 0

The whole of this part, from the first entry:
Each structure is followed by: HP1b chromo inh, ERG-DNA inh, JMJD2A Tudor inh, 12-LOX inh, BAZ2B block, RGS4 inh, G9a block, GLS inhibitor, PI4K2A block
COc1ccc(C(=O)OC(C)C(=O)NC2CCCC2)cc1S(=O)(=O)N1CCOCC1 (stereo not drawn)
    45%[activator], 8%, 0%, 2%, 35%[activator], -14%, 23%[12.7 µM], -10%, -8
O=C(Nc1ccccc1[N+](=O)[O-])C1=C(O)CCn2c1nc1ccccc12
    4%, /, ?, -12%, -6%, 3%, 19%[12.7 µM], 10%, 1
Cc1ccc(C(C(=O)NCc2ccco2)N(C(=O)Cc2cccs2)c2cccnc2)cc1 (stereo not drawn)
    34%, 3%, -6%, 8%, -9%, 13%, -35%, -9%, -4
Cc1c(NC(=O)COc2ccccc2Cl)c(=O)n(-c2ccccc2)n1C
    14%, -14%, -14%, -8%, 6%, 13%, 8%[59 µM], -1%, 5
Cc1onc(C(=O)N2CCC(C(N)=O)CC2)c1-c1ccccc1Cl
    39%[activator], -4%, 2%, 7%, 3%, 19%, 12%[59 µM], -4%, 0
COc1nnc(OC)c2ccccc12
    32%, /, -12%, 17%, -26%, -9%, -27%[12.7 µM], 1%, 0
Cc1ccc(N/C(CSC(N)=O)=N\S(=O)(=O)c2ccc(C)cc2)cc1
    23%, -1%, -10%, 0%, 11%, 20%, 1%[59 µM], -6%, 3
OCCC1CN(Cc2cccn2-c2cccnc2)CCN1Cc1ccccc1 (stereo not drawn)
    25%, 0%, -15%, 8%, -22%, 6%, /, 6%, 0
Cc1c(C(=O)OC(C)C)sc(NC(=O)c2cccnc2)c1C#N
    -7%, -2%, -34%, 0%, -33%, -3%, ?, -22%, -10
CC(C)C(=O)N=C1NC(=O)CS1
    6%, -1%, 9%, 1%, -3%, -27%, -11%, 0%, 5
COc1ccc(N(C(C)C(=O)N/N=C(\C)C(C)(C)C)S(C)(=O)=O)cc1 (stereo not drawn)
    33%, 4%, -1%, 2%, -8%, -1%, 36%, -4%, -1
O=C1C2C(c3ccccc3)C=CC(c3ccccc3)C2C(=O)N1c1ccccn1 (stereo not drawn)
    27%, -5%, -15%, ?, -16%, 5%, -45%, 7%, -6
COc1ccc(C(CNC(=O)c2ccc(C)o2)N2CCOCC2)cc1 (stereo not drawn)
    31%, -1%, -6%, -3%, 6%, -17%, -3%, -2%, -4
CCN(Cc1nc2ccccc2c(=O)[nH]1)Cc1cc(=O)oc2cc(C)c(C)cc12
    29%, 2%, -28%, -3%&5%, /, -4%, /, -11%, 2
O=C(c1c[nH]c(C(=O)C(Cl)(Cl)Cl)c1)c1ccc(F)cc1Cl
    7%, -4%, -23%, -4%, -25%, ?, -70%[12.7 µM], 0%, 0
COc1cc(C(=O)OCC2CC(c3ccccc3)=NO2)cc(OC)c1OC (stereo not drawn)
    11%, 9%, -18%, -19%, -14%, 1%, -2%, -2%, -3
CSc1cccc(NC(=O)CCCOc2ccc(Cl)cc2Cl)c1
    92%, -8%, 30%, 0%, 17%, 1%, 26%, 5%, -5
CC1(C)CC(=O)c2sc(NC(=O)c3ccco3)nc2C1
    62%[activator], 16%, -13%, -6%, 6%, -5%, -16%, -6%, -7
CCCN(CCC)CCNS(=O)(=O)c1ccc2c(c1)oc(=O)n2C
    31%, 0%, -12%, 0%, -7%, 0%, 8%[59 µM], 10%, -2
CCOc1ccc2oc(C(=O)OCC(=O)NC3CC3)c(C)c2c1
    17%, 2%, -1%, -4%, -2%, 10%, 11%, 5%, -12
COc1ccc(OC)c(NC(=O)CSc2ccc(-c3cccs3)nn2)c1
    -15%, 0%, ?, ?, -19%, -11%, 2.8µM*, 2%, 3
COc1ccc(C)cc1NC(=O)CN(c1ccccc1)S(C)(=O)=O
    42%[activator], 8%, -6%, -18%, -7%, 13%, ?, 3%, -2
Cc1[nH]n(-c2ccccc2)c(=O)c1C=Nc1ccc(S(=O)(=O)N(C)C)cc1
    15%, 3%, 1%[57.1 µM], 0%, -36%, -19%, 2%[59 µM], 6%, -1
COCOc1ccc(-c2cc(=O)c3c(OCOC)cc(OCOC)cc3o2)cc1
    25%, -7%, -20%, /, /, -7%, /, 1%, 1
Cc1ccc(NC(=O)c2ccco2)c(OCc2cc(=O)n3cc(C)sc3n2)c1
    26%[57 µM], 2%, 4%, 1%, 6%, 2%, -5%[59 µM], 4%, -5
CCSc1nc2ccccc2n1C(=O)c1ccc(S(=O)(=O)N2CCCCC2)cc1
    -9%, 7%, -12%, -2%, -37%, 30%, -26%, 21%, -6
COc1ccc(S(=O)(=O)NCCOc2cccc3cccnc23)cc1OC
    28%, 5%, -7%, -15%, -15%, 5%, 9%, 0%, 1
Cc1ccc(C(=O)C(C)Oc2ccc3ccc(=O)oc3c2)cc1 (stereo not drawn)
    43%[activator], 2%, -14%, -10%&-27%, ?, 8%, 69%[activator], 0%, -5
CCn1c(SCC(=O)N2CCC(C(N)=O)(N3CCCCC3)CC2)nnc1-c1ccccc1
    11%, -1%, -8%, -15%, 0%, -8%, -14%[59 µM], 1%, -3
COc1ccc(NC(=O)CCS(=O)(=O)c2cc3c4c(c2)CCN4C(=O)CC3)cc1OC
    9%, -1%, -6%, ?, -7%, 13%, -29%[59 µM], -13%, -1
CC(=O)c1c(C)[nH]c(C(=O)CSc2nnc(N)s2)c1C
    21%, 24%, -6%, 0%, -39%, -16%, -5%, -4%, 5
COc1ccc(S(=O)(=O)N2CCCC2c2cccs2)cc1 (stereo not drawn)
    38%[activator], 1%, -10%, ?, 4%, 16%, 15%, 1%, -8
COc1ccccc1NC(=O)C1=C(C)Nc2nc(CCCO)nn2C1c1ccc2c(c1)OCO2 (stereo not drawn)
    35%, 1%, -19%, 323%[activator], -24%, 10%, -19%[59 µM], 14%, 9
Cc1cccc(C)c1NC(=O)c1c[nH]c2ccccc12
    20%, 28%, 10%, ?, 0%, -5%, -7%[2.33 µM], -3%, -2
CN(C)c1nc(-c2ccccn2)nnc1-c1ccccc1
    48%, -1%, 4µM*, 15%[57.4 µM], 0.79µM*, -31%, 24%, 9%, -23
Cc1cc[n+](CC(=O)c2ccccc2)c2ccccc12
    24%, 41%[activator], -14%[11.4 µM], 7%, -32%, -17%, 13%[12.7 µM], -2%, 0
CCN(CC)C(=O)Cn1cc(C(=O)C(=O)N2CCN(c3ccc(OC)cc3)CC2)c2ccccc21
    7%, -4%, -19%, -8%, -34%, -12%, 50µM*, 30%[activator], -4
CC(C)(C)NC(=O)NC(=O)CN1CCCc2ccccc21
    -10%, 8%, -30%, -3%, -22%, 6%, ?, -10%, -2
O=C(c1[nH]ncc1-c1ccccc1)C1CO1 (stereo not drawn)
    20%, -1%, 1%, 71%[activator], 20%, -2%, /, 3%, 3
Cc1cccc(C)c1OC(=O)CSc1nnc(-c2cccs2)o1
    9%, 3%, -23%, -2%, -19%, 8%, ?, -8%, -1
CCc1ccc(S(=O)(=O)Nc2ccc(C)c(NS(C)(=O)=O)c2)cc1
    29%, 8%, 8%, ?, ?, 14%, -16%, 10%, 1
O=[N+]([O-])c1ccccc1CNCCCCO
    50%[activator], 1%, -20%, ?, -4%, -10%, 9%[2.33 µM], 0%, 0
Cc1ccc(NC(=O)N[C@@H](CC(C)C)C(=O)O)c(C)c1
    48%[activator], 13%, 1%, 5%, 21%, 8%, 13%, -15%, 3
Cc1ccc(N(Cc2cccs2)C(=O)C(C)Oc2ccc(Cl)c(C)c2)cc1 (stereo not drawn)
    93%[activator], -1%, 66%[activator], -21%, 41%[activator], 2%, 76%[activator][59 µM], -3%, -2
C=C(C)Cn1c(N2CCN(c3ccc(OC)cc3)CC2)nc2c1c(=O)n(C)c(=O)n2C
    -9%, -3%, ?, -13%, ?, -21%, 17%[59 µM], -3%, -3
